# Screening data as filed in PubChem BioAssay.
# SIRT5 inh: sirtuin-5 (human) deacylase inhibition; Q9NXA8; Purified SirT5, succinyl-peptide AMC, trypsin-coupled fluorescence; inhibition, % at 15 µM; actives 1.1% (n = 330,000); in the data active = inhibition above about 15%
# Target sequence (Q9NXA8 whole entry, looked up): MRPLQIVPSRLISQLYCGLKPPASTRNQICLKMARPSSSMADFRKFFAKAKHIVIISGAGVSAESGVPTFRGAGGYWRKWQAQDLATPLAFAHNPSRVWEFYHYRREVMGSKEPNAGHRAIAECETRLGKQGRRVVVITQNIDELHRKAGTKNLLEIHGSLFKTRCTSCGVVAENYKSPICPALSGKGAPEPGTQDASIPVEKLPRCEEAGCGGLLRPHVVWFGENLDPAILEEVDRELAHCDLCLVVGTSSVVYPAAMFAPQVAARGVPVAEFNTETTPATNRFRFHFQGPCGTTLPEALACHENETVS
# CASP6 VEID inh: caspase-6 (human) enzyme inhibition; actives 0.53% (n = 350,000); purified caspase-6, Z-VEID-R110 cleavage fluorescence; P55212; AID 686996; inhibition, % at 12.5 µM;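 active = mean inhibition across replicates at least about 35%, with every replicate also reaching that limit, limit read from the data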;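 note: 0% = median of neutral control wells and 100% = no fluorescence left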
# Target sequence (P55212 24-179 limits assumed): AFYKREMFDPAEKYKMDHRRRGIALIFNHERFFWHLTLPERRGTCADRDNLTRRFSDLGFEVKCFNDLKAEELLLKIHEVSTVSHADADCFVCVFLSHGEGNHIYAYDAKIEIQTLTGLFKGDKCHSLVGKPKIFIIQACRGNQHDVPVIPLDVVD
# Target sequence (P55212 194-293 limits assumed): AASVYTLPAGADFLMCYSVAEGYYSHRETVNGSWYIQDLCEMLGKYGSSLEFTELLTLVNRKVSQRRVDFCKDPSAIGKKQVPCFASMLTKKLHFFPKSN
# Statin myotox sup: protects C2C12 myotubes from simvastatin toxicity; ATP luminescence, 48 h; scaled: DMSO 0, geranylgeraniol control 100; rescue of ATP level, % at 7.49 µM; actives 0.78% (n = 330,000);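 active = mean ATP rescue above about 67%, or every replicate alone reaching that limit, limit read from the data, passing the limit was not always enough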;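 note: myotubes were challenged with 10 µM simvastatin during compound exposure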
# S100A4 MyoIIA: blocks human S100A4 binding to myosin IIA peptide; P26447; S100A4/TAMRA-MyoIIA peptide fluorescence polarization; inhibition, % at 10.7 µM; actives 0.14% (n = 360,000);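 active = mean inhibition of at least 70% across replicates, with every replicate also reaching that level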
# Target sequence (P26447 whole entry, looked up): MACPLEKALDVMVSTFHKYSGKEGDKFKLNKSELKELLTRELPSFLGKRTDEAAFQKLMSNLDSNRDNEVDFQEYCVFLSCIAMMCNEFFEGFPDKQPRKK
#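 Test system – S100A4 monomer (human) · Compound – single-point compound testing · Schedule – 5 min incubation before reading · Probe or stimulus – TAMRA-labelled myosin IIA heavy-chain peptide probe, 5 nM · Benchmarks – neutral control DMSO, positive control TFP · Medium – Calcium-containing HEPES buffer, pH 7.2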
# FN deposition inh: fibronectin deposition inhibition | inhibition, % at 12.6 µM | actives 0.086% (n = 350,000) | AH1F fibroblasts, Alexa488-fibronectin deposition fluorescence, overnight;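 active = mean inhibition across replicates of 30% or more, regardless of how many single replicates reach that level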;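 note: positive control wells lacked labelled fibronectin entirely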
#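 Measured by – fluorescence 485/525 nm · System – AH1F fibroblast monolayer, labelled fibronectin deposition · Amount – 10000 cells per well · Buffer or medium – serum-reduced DMEM (2% serum) · Doses – single dose, pinned · Also added – fluorescent fibronectin at 24 nM final · Schedule – 1 h cell attachment, overnight exposure to compound and label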
# esBAF inh: blocks esBAF chromatin remodeling in mouse ES cells; reporter increase, % at 12.5 µM; AID 602393; actives 2% (n = 350,000); Bmi1-luciferase knock-in reporter, 24 h; 100% = twice the neutral-well signal; in the data active = activation above about 40%;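 note: 0% = median of the plate's neutral control wells and 100% = double that signal; a rise in the Bmi1 reporter signal indicates esBAF inhibition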
# LGR2 antag: inhibitors of bursicon-induced Drosophila LGR2 receptor cAMP signaling | HEK293 LGR2, CRE-luciferase, bursicon-stimulated, 4 h | inhibition, % at 9.99 µM | actives 0.35% (n = 380,000) | AID 720647;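 active = drop in luminescence signal, shown as inhibition above about 50% in the replicate tests, limit read from the data, passing the limit was not always enough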;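 note: agonist challenge used bursicon conditioned medium at about half maximal strength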
# Numbers without * were called inactive; . = not tested or not shown; & = joins results of further samples. The list is partial. The share of hits here may be higher or lower than overall.
# The opening 5 records, ahead of the listing:
SMILES,SIRT5 inh,CASP6 VEID inh,Statin myotox sup,S100A4 MyoIIA,FN deposition inh,esBAF inh,LGR2 antag
CC(=O)c1ccc(N2CCN(S(=O)(=O)c3ccc4c(c3)CC(=O)N4)CC2)cc1,0,-1,-3,-21,-1,-6,-3
O=C(NCc1ccc(F)cc1)C(c1ccccc1)c1ccccc1,-3,-1,11,-7,-5,-4,7
CCOc1ccccc1N1CCN(C(=O)c2cccc(-c3ccc(O)cc3)c2)CC1,-8,-5,.,1,1,.,30
Cc1noc(C)c1NC(=O)N(C)C[C@@H]1OCc2cnnn2CCCC(=O)N([C@@H](C)CO)C[C@H]1C,0,0&-2&3,-7&-4&-4,-6&7&7,-3&-1,0&-2&-3,6&4
C/C(=N\NC(=O)CCCNc1cccc(C)c1)c1ccncc1,-5,-3,.,-5,-8,.,-24

# The list itself, repeating the preview:
SMILES,SIRT5 inh,CASP6 VEID inh,Statin myotox sup,S100A4 MyoIIA,FN deposition inh,esBAF inh,LGR2 antag
CC(=O)c1ccc(N2CCN(S(=O)(=O)c3ccc4c(c3)CC(=O)N4)CC2)cc1,0,-1,-3,-21,-1,-6,-3
O=C(NCc1ccc(F)cc1)C(c1ccccc1)c1ccccc1,-3,-1,11,-7,-5,-4,7
CCOc1ccccc1N1CCN(C(=O)c2cccc(-c3ccc(O)cc3)c2)CC1,-8,-5,.,1,1,.,30
Cc1noc(C)c1NC(=O)N(C)C[C@@H]1OCc2cnnn2CCCC(=O)N([C@@H](C)CO)C[C@H]1C,0,0&-2&3,-7&-4&-4,-6&7&7,-3&-1,0&-2&-3,6&4
C/C(=N\NC(=O)CCCNc1cccc(C)c1)c1ccncc1,-5,-3,.,-5,-8,.,-24
COc1cc(C2C(C#N)=C(N)Oc3cc(N(C)C)ccc32)cc2c1OCO2 (stereo not given),.,.,-150,.,.,-10,15
O=C(C[C@H]1CC[C@@H](NC(=O)c2cccnc2)[C@H](CO)O1)NCc1ccncn1,-3,1,-1,-5,.,-1,2
NS(=O)(=O)c1ccc(CCNC(=O)C2CCC(Cn3c(=S)[nH]c4ccccc4c3=O)CC2)cc1 (stereo not given),-1,0,.,3,-14,.,7
Cn1c(CN2CCOCC2)nnc1SCc1cccc(F)c1,-1,1,.,-2,5,.,-13
C#CCOc1ccccc1CNc1ccccc1,10,-1,.,-16,0,.,.
Cc1ccc(-c2nn(-c3cc(Cl)ccc3[N+](=O)[O-])c(=O)c3ccccc23)cc1,-2,3,-11,4,.,3,-11
NC(=O)C1CCN(C(=O)c2ccc(Cl)c(S(=O)(=O)N3CCc4ccccc43)c2)CC1,.,6,1,4,.,1,27
COc1cccc(OC)c1C(=O)OCCCOC(=O)c1c(OC)cccc1OC,-2,-1,2,-2,-5,-6,-15
O=C(Cc1ccccc1)NCC(=O)N/N=C/c1cccnc1,-5,3,.,1,0,.,0
Cn1c(C(=O)N2CCN(Cc3ccccc3)CC2)cc2c(=O)n(C)c3ccccc3c21,.,5,4,0,2,1,-10
COc1ccc(CN(C)C[C@@H]2OCCCC[C@@H](C)Oc3ccc(NS(=O)(=O)c4ccc(Cl)cc4)cc3C(=O)N([C@@H](C)CO)C[C@@H]2C)cc1,5,1,.,-27,0,3,0
CCOc1ccccc1C(=O)NCCC(=O)O,.,.,2,-4,-10,-12,.
CO[C@H](CN(C)C(=O)C1CCOCC1)[C@H](C)CN(C(=O)Nc1ccc(C(F)(F)F)cc1)[C@@H](C)CO,5,0,-11,11,-3,-2,12
O=C(Nc1cccc(-c2cscn2)c1)C1CCN(Cc2ccsc2)CC1,2,0,1,2,.,1,-5
O=C(CN1CCc2ccccc21)NC(=O)NCc1ccco1,.,.,3,.,-4,-7,.
O=C1CNC(=O)c2c(nc3n2CCC3)N1,-1,-3,-9,12,.,-9,6
CNC[C@@H]1Oc2cc(C#Cc3ccccn3)ccc2S(=O)(=O)N([C@@H](C)CO)C[C@H]1C,5,-1,2,4,.,1,-28
COc1ccc(C(=O)COC(=O)c2cccc(-n3cnnn3)c2)c(OC)c1,-2,1,-8,-5,-2,56*,-77
CC(=O)Oc1cccc(/C=N\NC(=O)C(=O)N/N=C/c2cccc(OC(C)=O)c2)c1,-1,-2,2,0,2,-2,5
COCCn1c(C)cc(C(=O)COC(=O)c2ccc(Br)o2)c1C,3,2,.,0,.,.,-7

# Among those listed so far, 2 contain a furan ring, fused or not:
SMILES,SIRT5 inh,CASP6 VEID inh,Statin myotox sup,S100A4 MyoIIA,FN deposition inh,esBAF inh,LGR2 antag
O=C(CN1CCc2ccccc21)NC(=O)NCc1ccco1,.,.,3,.,-4,-7,.
COCCn1c(C)cc(C(=O)COC(=O)c2ccc(Br)o2)c1C,3,2,.,0,.,.,-7

# Part of the list above, with values under each structure:
# Sequence of screens: SIRT5 inh	CASP6 VEID inh	Statin myotox sup	S100A4 MyoIIA	FN deposition inh	esBAF inh	LGR2 antag
Cc1noc(C)c1NC(=O)N(C)C[C@@H]1OCc2cnnn2CCCC(=O)N([C@@H](C)CO)C[C@H]1C
  0	0&-2&3	-7&-4&-4	-6&7&7	-3&-1	0&-2&-3	6&4
C/C(=N\NC(=O)CCCNc1cccc(C)c1)c1ccncc1
  -5	-3	.	-5	-8	.	-24

# New compounds follow:
SMILES,SIRT5 inh,CASP6 VEID inh,Statin myotox sup,S100A4 MyoIIA,FN deposition inh,esBAF inh,LGR2 antag
C[C@@H]1CCCCO[C@@H](CN(C)Cc2ccncc2)[C@@H](C)CN([C@@H](C)CO)C(=O)c2cc(NS(=O)(=O)c3cn(C)cn3)ccc2O1,-4,3,.,-1,.,-1,7
CC(C)(C)CNC(=O)c1cc2c(Br)ccc(Br)c2nc1N,-2,.,.,-5,11,.,21
C[C@@H]1CN([C@H](C)CO)C(=O)c2c(c3ccccc3n2C)-c2ccccc2CO[C@@H]1CN(C)C(=O)[C@H](C)c1ccccc1,9,1,.,9,16,.,11
C[C@H]1CN([C@@H](C)CO)C(=O)c2cc(NC(=O)Cn3cnnn3)ccc2O[C@H]1CN(C)C(=O)NC1CCCCC1,4,-2,14,-1,-8,0,-1
CCC(C(=O)NC(C)(C)C)N(Cc1ccc(OC)cc1)C(=O)c1snc(C(N)=O)c1N (stereo not given),.,0,-3,3,0,0,6
C/C=C/c1ccc([C@@H]2[C@H](CO)N3C(=O)CN(S(=O)(=O)c4ccccc4)C[C@@H]23)cc1,9,2,.,-38,1,.,0
COc1cccc(N=C2SC(CC(=O)Nc3ccccc3)C(=O)N2Cc2ccccn2)c1 (stereo not given),4,0,.,-3,-1,.,-12
Cc1cc(NC(=O)C(C)SCC(=O)OCc2ccc(Cl)cc2Cl)no1 (stereo not given),2,0,-2,-3,-4,6,-2
C[C@@H]1CN([C@@H](C)CO)C(=O)Cc2cc(NC(=O)CCN3CCOCC3)ccc2O[C@@H]1CN(C)Cc1ccc(-c2ccccc2)cc1,11,1,-15,6,.,-4,0
CC(C)NC(=O)N(C)C[C@H]1OCCCC[C@@H](C)Oc2ccc(NS(=O)(=O)c3cn(C)cn3)cc2C(=O)N([C@@H](C)CO)C[C@H]1C,0,1,.,-11,-9,-16,7
COc1cccc(C(=O)/C=C/Nc2ccc(S(=O)(=O)Nc3ccc(C(C)=O)cc3)cc2)c1,-2,0,.,10,2,.,-39
CC(=O)N(C)C[C@@H]1Oc2ncc(C#CC(C)(C)O)cc2C(=O)N([C@@H](C)CO)C[C@H]1C,-3,2,2,-2,-10,0,4
Cc1cccc(-n2c(O)cnc2Nc2nc(C)cc(C)n2)c1,0,4,.,46,0,.,-25
CN1CCN(C(=O)C[C@@H]2CC[C@H]3[C@@H](COC[C@@H](O)CN3Cc3ccc(Oc4ccccc4)cc3)O2)CC1,0,-1,1,-3,1,-5,0
O=C(NCCCCc1ccccc1)c1cccc(NC(=O)C2CC2)c1,0,20,-2,-4,1,1,-19
C=C(C)c1cccc(C(C)(C)NC(=O)Nn2cnnc2)c1,1,-1,15,-4,.,3,7
C[C@@H]1CN([C@H](C)CO)C(=O)c2cccc(NC(=O)C3CC3)c2O[C@H]1CN(C)Cc1ccc(Oc2ccccc2)cc1,-1,-2,-6,-5,.,-1,6
CCCCCc1c(-c2cccc(OC)c2)ncn1CCc1ccccc1OC,.,-3,.,-3,2,.,4
CC1CCC(C(=O)NNC(=O)c2cc(-c3ccco3)[nH]n2)CC1 (stereo not given),-4,1,1,-4,-1,-4,-6
CN1CCN(C(=O)c2ccccc2NC(=O)c2cccc(Cl)c2)CC1,-5,1,.,0,0,.,-2
C/C(=N/NS(=O)(=O)c1cc(C)ccc1C)c1c[nH]c2ccccc12,-2,1,.,-3,2,.,21
O=C(Nc1ccccc1)N1C[C@H]2[C@@H](c3ccccc31)[C@H](CO)N2Cc1ccccc1,-4,-4,19,3,.,24,-19
O=C(O)c1ccccc1OCc1nc2ccccc2s1,0,1,12,-1,3,21,-65
Cc1cccn2c(=O)c3cc(C(=O)NCC(C)C)sc3nc12,-6,0,-10,3,1,11,-4
O=C(COC(=O)c1cccs1)NCC1CCCCC1,-2,0,.,2,8,.,-31

# Quoted from the listing.
# Value for CCCCCc1c(-c2cccc(OC)c2)ncn1CCc1ccccc1OC under S100A4 MyoIIA: -3
# Value for CC1CCC(C(=O)NNC(=O)c2cc(-c3ccco3)[nH]n2)CC1 (stereo not given) under LGR2 antag: -6
# Value for C[C@@H]1CN([C@H](C)CO)C(=O)c2cccc(NC(=O)C3CC3)c2O[C@H]1CN(C)Cc1ccc(Oc2ccccc2)cc1 under LGR2 antag: 6
# Value for CCC(C(=O)NC(C)(C)C)N(Cc1ccc(OC)cc1)C(=O)c1snc(C(N)=O)c1N (stereo not given) under LGR2 antag: 6

# (cont.)
SMILES,SIRT5 inh,CASP6 VEID inh,Statin myotox sup,S100A4 MyoIIA,FN deposition inh,esBAF inh,LGR2 antag
NS(=O)(=O)c1ccc(CNC(=S)NC(=O)c2ccco2)cc1,.,1,.,1,1,.,-3
O=C(N[C@@H]1C=C[C@H](CC(=O)N2CCc3ccccc3C2)O[C@@H]1CO)C1CC1,-2,6,.,0,-24,.,-16
CCOC(=O)[C@H]1[C@H]2COc3ccc(C)cc3[C@@H]2N2C(=O)[C@@H](C)NC(=O)[C@@]12C,0,0,0,0,8,2,16
C[C@H]1CN([C@@H](C)CO)C(=O)c2cc(NS(=O)(=O)c3ccc(F)cc3)ccc2O[C@H]1CN(C)S(=O)(=O)c1ccc(F)cc1,1,-1,28,2,.,2,3
O=C(CSc1n[nH]c(-c2ccccn2)n1)Nc1cccc(Cl)c1,-4,-3,11,-6,9,-34,-8
CCC1C(C#N)=C(N)OC2=C1C(=O)CC(C)(C)C2 (stereo not given),.,.,6,.,-5,-3,13
Oc1cccc(Nc2c3ccccc3nc3ccccc23)c1,-9,-1,-2,-10,-3,3,-7
CCCNC(=O)N1CC2(CCN(CC3CCCCC3)CC2)c2c(n(C)c3cc(OC)ccc23)[C@@H]1CO,1,5,.,-6,.,.,8
C[C@@H]1CCCCO[C@H](CN(C)Cc2ccc(Cl)c(Cl)c2)[C@@H](C)CN([C@@H](C)CO)C(=O)c2cc(NS(=O)(=O)c3ccc(Cl)cc3)ccc2O1,1,0,.,16,-9,.,20
CC(=O)N1CCSc2ccc(S(=O)(=O)NCCc3cccc(C)c3)cc21,-7,1,-2,-1,-5,0,-2
O=c1[nH]c(SCc2ccccc2Cl)nc2c1CCC2,.,.,-4,.,6,7,.
O=S(=O)(NCCc1cn2ccccc2n1)c1ccc(F)c(C(F)(F)F)c1,-3,1,2,2,-15,-1,-5
COc1ccc(C(=O)OCc2cc3cccc(C)c3[nH]c2=O)cc1,.,.,-7,12,.,-4,.
COCC(=O)N1CCC2(CC1)CN(Cc1cccc(OC)c1)[C@@H](CO)c1[nH]c3cc(OC)ccc3c12,2,2,.,-4,.,.,-9
C[C@H]1CN([C@@H](C)CO)C(=O)c2cc(C3=CCCC3)cnc2O[C@@H]1CN(C)C(=O)C1CCC1,-4,-2,1,0,.,-7,-5
